Assay outcomes: PubChem, several laboratories
DAGLB inh – blocks human DAGLB lipase activity; Q8NCG7; HEK293T DAGLB membrane lysate, EnzChek fluorogenic substrate; inhibition, % at 5.17 µM; actives 0.059% (n = 340,000); AID 504411; in the data active means inhibition above about 34%;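 further: 0% = enzyme with vehicle and 100% = wells lacking enzyme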
C-LANA FP – KSHV C-LANA DNA binding inhibition. MBP-C-LANA/FAM-LBS DNA binding, fluorescence polarization. inhibition, % at 9 µM. actives 0.078% (n = 340,000). AID 504423;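 active means highest replicate inhibition at or above 60% at 9 µM, even if other replicates fall short; inactive means all replicates below 60% inhibition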;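 further: 0% = neutral control wells and 100% = 4 µM acridine orange control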
Cardiac RTF inh – cardiac RTF calcium desensitization. P19429+P45379. IANBD-labeled cardiac RTF, Ca2+ fluorescence. inhibition, % at 7.15 µM. actives 0.12% (n = 340,000);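 active means inhibition above the mean inhibition of all tested compounds plus 3 SD, cut at about 17% in these data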;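 further: assay run at fixed EC70 calcium of 1.6 mM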
Pemphigus Ab inh – inhibitors of pemphigus antibody binding to human desmoglein-3; P32926; DSG3-coupled beads, scFv-anti-DSG3-GFP binding, flow cytometry; stronger effect = lower value; binding (percent of control), % at 10 µM; actives 0.48% (n = 310,000); AID 588358;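 active means binding more than 3 SD below its plate's average and above zero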;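 further: hits lower antibody fragment binding to DSG3; some compounds called inactive have numbers as strong as hits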
V-ATPase pHluor – alters yeast V-ATPase proton transport; AID 504577; response, % at 10 µM; S. cerevisiae, pHLuorin cytosolic pH fluorescence; actives 0.37% (n = 350,000); in the data active means response mostly above about 7.3%, no sharp cut-off; inactive means mostly below about 5.4%; further: actives read high; inactives centre near 0; some compounds called inactive have numbers as strong as hits
Keap1 Nrf2 FP – disrupts human Keap1 binding to Nrf2 peptide; Q14145; actives 0.15% (n = 340,000); inhibition, % at 9.4 µM; Keap1 Kelch-Nrf2 peptide fluorescence polarization, 1536-well; in the data active means inhibition above about 12%;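 further: human Keap1 Kelch domain with fluorescein labeled Nrf2 9mer peptide probe; 0% = neutral control wells and 100% = peptide positive control; higher means more block of Keap1 binding to Nrf2 peptide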
Arrestin-AP2 inh – human beta-arrestin and AP2 interaction inhibition; AID 504490; inhibition, % at 10 µM; FITC-arrestin peptide / GST-AP2 beads, flow cytometry; AP2 beta2 appendage carries R879A mutation; actives 0.31% (n = 340,000);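 active means inhibition above a set limit, near 3 SD of compounds lacking own fluorescence, cut at about 54% in these data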;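 further: plate controls were DMSO wells for no effect and 5 µM unlabelled arrestin peptide for full effect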
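system = GST-tagged AP2 beta2-adaptin appendage (R879A) on 4 µm glutathione beads | reagent = FITC-labelled arrestin peptide probe, 50 nM final | schedule = compound with beads 12 min RT, then probe 1 h RT | signal = HyperCyt-sampled flow cytometry, FL1 channel, ex 488/em 535 nm | read-out = percent response from loss of bead-bound FITC fluorescence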
NSD2 inh – NSD2 (human) methyltransferase inhibition | inhibition, % at 12.5 µM | NSD2 peptide methylation, AlphaScreen, 120 min | actives 0.54% (n = 310,000) | AID 743445; in the data active means inhibition above about 50%
Target sequence (O96028 whole entry, looked up): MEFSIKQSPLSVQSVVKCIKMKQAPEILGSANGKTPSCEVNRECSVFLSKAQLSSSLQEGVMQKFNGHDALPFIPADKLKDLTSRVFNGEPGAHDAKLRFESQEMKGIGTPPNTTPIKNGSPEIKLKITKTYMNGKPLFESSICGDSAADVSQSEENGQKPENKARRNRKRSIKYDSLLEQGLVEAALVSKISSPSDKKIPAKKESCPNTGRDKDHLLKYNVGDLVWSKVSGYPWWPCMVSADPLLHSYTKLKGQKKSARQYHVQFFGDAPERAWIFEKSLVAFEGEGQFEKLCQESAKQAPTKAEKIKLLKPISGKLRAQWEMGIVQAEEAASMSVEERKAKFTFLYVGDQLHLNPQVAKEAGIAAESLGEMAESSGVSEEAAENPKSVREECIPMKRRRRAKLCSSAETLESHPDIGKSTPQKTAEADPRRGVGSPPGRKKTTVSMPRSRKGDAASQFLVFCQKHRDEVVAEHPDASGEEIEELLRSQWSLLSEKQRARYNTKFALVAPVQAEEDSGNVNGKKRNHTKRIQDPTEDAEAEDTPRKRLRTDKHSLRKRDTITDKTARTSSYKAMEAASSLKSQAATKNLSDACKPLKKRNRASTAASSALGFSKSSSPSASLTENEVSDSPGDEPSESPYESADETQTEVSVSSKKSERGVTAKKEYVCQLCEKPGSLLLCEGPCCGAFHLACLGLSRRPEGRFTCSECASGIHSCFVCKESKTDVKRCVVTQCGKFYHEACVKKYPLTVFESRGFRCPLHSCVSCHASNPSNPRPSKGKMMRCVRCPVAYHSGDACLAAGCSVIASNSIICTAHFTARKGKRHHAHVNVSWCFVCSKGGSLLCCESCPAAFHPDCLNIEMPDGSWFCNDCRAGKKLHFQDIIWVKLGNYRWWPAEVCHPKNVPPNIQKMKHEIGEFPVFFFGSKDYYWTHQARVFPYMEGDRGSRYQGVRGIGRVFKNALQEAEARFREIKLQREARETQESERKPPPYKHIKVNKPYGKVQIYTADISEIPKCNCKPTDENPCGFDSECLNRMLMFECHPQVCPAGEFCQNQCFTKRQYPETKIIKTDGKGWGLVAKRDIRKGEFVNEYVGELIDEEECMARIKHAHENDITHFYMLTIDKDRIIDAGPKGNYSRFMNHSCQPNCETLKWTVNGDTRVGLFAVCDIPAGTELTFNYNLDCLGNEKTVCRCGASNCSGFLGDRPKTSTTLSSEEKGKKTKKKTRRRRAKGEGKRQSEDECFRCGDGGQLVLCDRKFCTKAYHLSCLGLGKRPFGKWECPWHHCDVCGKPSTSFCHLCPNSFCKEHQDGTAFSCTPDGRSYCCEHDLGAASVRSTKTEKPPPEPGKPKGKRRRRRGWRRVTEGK
CAL PDZ FP-1 – inhibitors of human CAL PDZ peptide binding | AID 602252 | purified CAL PDZ, TMR-peptide fluorescence polarization, 1 h | inhibition, % at 24.9 µM | Q9HD26 | actives 0.92% (n = 300,000);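 active means mean inhibition of at least 30% with at least half of replicates also reaching 30%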;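 further: 0% = DMSO neutral control and 100% = excess unlabeled competitor peptide PRC23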
CAL PDZ FP-2 – blocks peptide binding to human CAL PDZ domain | purified CAL PDZ, TMR-peptide fluorescence polarization, 1 h | AID 504414 | actives 0.02% (n = 330,000) | Q9HD26 | inhibition, % at 20 µM;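 active means highest replicate inhibition of at least 40%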;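 further: plate controls were DMSO neutral control wells for no effect and unlabeled competitor peptide control wells for full effect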
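Material: tagged CAL PDZ protein CerCALP, purified; buffer or medium: sodium phosphate/NaCl buffer pH 7.4 with TCEP, IgG, Thesit; also added: fluorescent TMR peptide probe; schedule: 1 h incubation at room temperature before polarization reading; technique: fluorescence polarization from S- and P-plane intensities, G-factor corrected; control set: unlabelled peptide and DMSO controls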
* hit, by the source's call; . = no result given.

SMILES	DAGLB inh	C-LANA FP	Cardiac RTF inh	Pemphigus Ab inh	V-ATPase pHluor	Keap1 Nrf2 FP	Arrestin-AP2 inh	NSD2 inh	CAL PDZ FP-1	CAL PDZ FP-2
Cc1ccc(S(=O)(=O)N2CCC(C(=O)N[C@@H](C)C(=O)NC3CCCCC3)CC2)cc1	0	-1.2	2	.	-4	1	20	-3	4	-1.8
CC1CCN(Cc2c(C(=O)N/N=C/c3ccc(C(F)(F)F)cc3)nnn2-c2nonc2N)CC1	-3	0.2	6	91	-3	-4	12	-1	-2	-2.1
O=C(Nc1ccc2c(c1)CCC2)c1cnn2c1NC(c1ccco1)CC2C(F)(F)F (configuration not stated)	-4	0.8	-3	117	-4	4	3	-5	-1	-0.6
CCOC(=O)C1CCCN(C(=O)c2ccc(CS(=O)(=O)c3ccc(Br)cc3)o2)C1 (configuration not stated)	1	1.5	-10	105	-2	-2	-1	.	.	-0.4
Cc1ccc(CNC(=O)Cn2nnc(C(=O)Nc3cc(C)ccc3C)c2N)cc1	0	-1.5	3	103	-2	0	-7	0	-2	-2.1
CC(=O)N(C)c1ccc(C(O)(C(F)(F)F)C(F)(F)F)cc1	0	-0.5	-7	109	6	-6	5	-1	-3	-3.6
O=C(CCNC(=O)c1ccc(Br)cc1)Nc1ccc(S(=O)(=O)Nc2ncccn2)cc1	1	0.3	-6	109	-5	-6	-7	-13	7	-2.1
COc1ccc(-c2nn(-c3ccccc3)cc2/C=N/NC(=O)c2cccc(S(=O)(=O)Nc3ccccc3Cl)c2)cc1	1	0.1	-12	.	1	-3	0	-3	-4	-2.3
Cc1ccc(OCC(=O)NCc2cccs2)cc1	-7	-0.2	1	97	-3	-4	4	0	-2	-0.7
CCC1Oc2ccccc2N(CC(=O)NC2CCCC2)C1=O (configuration not stated)	-2	0.3	-1	106	0	2	16	-7	-8	0.0
O=C(CNC(=O)c1ccncc1)N/N=C/c1ccccn1	0	-0.1	-1	84	-6	5	6	-5	-1	-2.4
CCCCN(C(=O)COC(=O)c1ccc(C)s1)c1c(N)n(CCC)c(=O)[nH]c1=O	2	0.9	-7	.	-4	-4	4	-3	-4	-0.6
COc1ccccc1OCc1ccc(C(=O)N2CCOCC2)o1	-1	-1.7	-19	99	6	-3	-7	-1	-4	0.1
O=C(c1cnccn1)N(c1ccccc1)C1(C(=O)NC2CCCC2)CCCCC1	-1	1.6	-6	95	-3	0	-6	-3	.	-0.5
CN(C)CC(C)(C)CNC(=O)c1cc(Br)cc(Br)c1O	-1	-0.1	5	106	-1	1	28	-3	13	0.7
CC(=O)c1ccc(N(C)C)cc1	-1	-0.1	-20	104	-3	-5	22	-2	0	-1.0
COC(=O)CSc1nc(N)nc(C)c1Cl	2	2.4	-8	102	4	-3	4	-3	-3	0.3
COc1ccc(N2C(=O)CN(Cc3ccc(OC)c(OC)c3)C2=S)cc1	1	0.5	-10	98	1	1	10	-3	-7	-0.9
O=C(c1cccc(NS(=O)(=O)c2ccc(Br)cc2)c1)N1CCN(c2ccccc2O)CC1	4	0.5	-2	100	-4	-7	0	6	1	-2.6
COc1ccc(NC(=O)c2oc3ccccc3c2NC(=O)C2CC2)c(OC)c1	3	0.2	-8	.	-2	1	4	2	4	-0.7
CCOC(=O)Cn1c(-c2ccc(Cl)nc2)nc2ccccc21	-2	-0.1	-4	106	0	-1	-8	7	-6	-1.1
CCOC(=O)/C(=N\Nc1cccc(Cl)c1)Sc1nnc(-c2ccc(OC)cc2)n1C	2	-2.0	-12	91	-2	0	-3	22	-3	-0.5
CC(C)c1ccccc1OCCNC(=O)c1cccnc1	-1	0.5	0	96	-1	2	44	2	1	-2.1
COc1ccccc1NC(=O)C(CC=C(Cl)Cl)C(C)=O (configuration not stated)	3	4.6	-6	101	-1	1	0	-2	-1	-4.6
COc1ccc(N(C(=O)c2cnccn2)C(C(=O)NC2CCCCC2)c2cc(OC)c(OC)c(OC)c2)cc1 (configuration not stated)	0	-0.1	-2	.	-2	-2	25	25	.	-0.5
C=CCN1CCN(C(=O)CCc2ccccc2)CC1	1	-0.9	1	105	-3	-1	-6	-3	0	2.1
CN(C)S(=O)(=O)c1ccc(NC(=O)CCCNC(=O)c2ccc(Cl)cc2)cc1	-1	1.9	-5	95	1	-6	24	0	12	-0.7
Cc1ccccc1NC(=O)CCN1CCc2ccccc2C1	0	-0.9	-2	98	2	-1	-4	-1	3	-3.8
CN(Cc1nccn1C)C(=O)c1ccc2nc(Cc3ccccc3F)oc2c1	-3	0.3	0	112	4	-2	3	-1	-1	-4.8
NS(=O)(=O)c1ccc(NC(=O)C(=O)NCCC(=O)O)cc1	0	-1.5	2	99	-2	8	0	-4	1	-2.7
CC(C)(O)c1cc2ccccc2c(=O)o1	-9	2.1	-1	99	0	-6	11	.	-2	-0.6
COC(=O)c1sccc1NC(=O)C1CCCCC1C(=O)O (configuration not stated)	0	-0.5	-5	110	-2	6	-7	-3	.	0.4
C=CCc1cccc(/C=N/NC(=O)COc2ccc(-n3cnnn3)cc2)c1O	0	-0.8	6	89	2	0	5	-5	-2	-2.1
CN1C(C)(C)CC(NC(=O)c2ccco2)CC1(C)C	2	0.5	-7	102	6	1	32	-2	-2	-1.3
Brc1cccc2sc(N3CCCC3)nc12	-3	1.0	-6	104	-1	-1	14	-5	-5	-1.0
CCCCOc1ccc(C(=O)OC2CC(C)N(C)CC2C)cc1 (configuration not stated)	0	0.4	3	113	-1	-2	3	-4	-3	-2.9
O=C(COC(=O)Cc1cccs1)Nc1ccccc1Cl	-7	1.9	3	106	0	-2	11	-1	0	-2.3
CC(C)=CCN1CCN(C/C(Cl)=C/c2ccccc2)CC1CCO (configuration not stated)	2	-0.3	-8	90	-1	-4	-7	2	-8	-2.0
C=CCNC(=S)N1CCN(c2ncc3c(=O)c(C(=O)O)cn(CC)c3n2)CC1	-4	-1.1	-12	101	-2	-2	14	-1	-6	.
CCSC(=Nc1ccccc1)Nc1ccccc1	-4	-1.1	-2	105	3	-4	-1	-5	-2	0.6
CCOCCc1nnc(NC(=O)Cc2ccccc2)s1	3	1.3	-13	101	7	5	5	-4	0	-0.7
COCCCN(C(=O)CCOc1ccc(C(C)(C)C)cc1)c1c(N)n(Cc2ccccc2)c(=O)[nH]c1=O	6	-1.0	-3	104	1	-1	2	-1	.	-1.7
O=C(COC(=O)CNC(=O)c1ccc(Cl)cc1)NC1CCCCCC1	-2	1.0	6	101	-4	-3	24	-6	-3	-0.8
CC(=O)N1CCN(C(=O)c2cc(S(=O)(=O)N3CCN(c4ccccc4)CC3)ccc2Cl)CC1	3	-0.5	-11	87	1	-4	-2	-1	-4	-2.4
O=C(O)CCCc1nc(-c2ccccc2)no1	-1	0.4	-1	85	-5	-4	-1	-2	-6	0.6
Cn1c(=O)n(-c2ccccc2)c(=O)c2c3c(sc21)COC(C)(C)C3	0	-1.3	-2	98	-3	2	6	0	.	-1.5
Cc1ccccc1CN1C(=O)c2ccccc2Sc2ccc(C(=O)NCCCN3CCOCC3)cc21	2	0.4	3	97	-6	-1	5	36	-3	-4.1
Cc1cccc(OCCC(=O)Nc2nnc(C)s2)c1	-4	-1.5	8	113	2	-1	-33	-5	-2	0.4

Part of the list above in order of heavy-atom count, descending.
SMILES	DAGLB inh	C-LANA FP	Cardiac RTF inh	Pemphigus Ab inh	V-ATPase pHluor	Keap1 Nrf2 FP	Arrestin-AP2 inh	NSD2 inh	CAL PDZ FP-1	CAL PDZ FP-2
Cc1ccccc1CN1C(=O)c2ccccc2Sc2ccc(C(=O)NCCCN3CCOCC3)cc21	2	0.4	3	97	-6	-1	5	36	-3	-4.1
Cn1c(=O)n(-c2ccccc2)c(=O)c2c3c(sc21)COC(C)(C)C3	0	-1.3	-2	98	-3	2	6	0	.	-1.5
CCOCCc1nnc(NC(=O)Cc2ccccc2)s1	3	1.3	-13	101	7	5	5	-4	0	-0.7

(more compounds)
SMILES	DAGLB inh	C-LANA FP	Cardiac RTF inh	Pemphigus Ab inh	V-ATPase pHluor	Keap1 Nrf2 FP	Arrestin-AP2 inh	NSD2 inh	CAL PDZ FP-1	CAL PDZ FP-2
CCCn1c(SC(C(=O)Nc2cc(C)ccc2OC)c2ccccc2)nc2ccccc2c1=O (configuration not stated)	-1	0.9	7	96	-1	-3	-5	-1	-4	-0.4
O=C(CN1C(=O)NC2(CCCC2)C1=O)NNC(=O)c1ccc(F)cc1	3	0.3	-9	104	-1	-3	39	8	-1	-1.4
Cc1ccsc1C(=O)OCC(=O)NC1CCS(=O)(=O)C1 (configuration not stated)	1	-0.8	9	97	6	-5	32	-3	1	-2.4
O=C(COc1ccc(/C=N/NS(=O)(=O)c2ccccc2)cc1)Nc1cccc(Cl)c1	-1	1.8	-3	102	4	-4	1	-1	-5	-0.6
Cc1nn(CC(=O)NC2CCC(C)CC2)c(=O)c(C#N)c1C (configuration not stated)	4	-0.5	-4	91	1	-1	0	0	.	-1.0
CCCCSc1nc2c(c(=O)[nH]c(=O)n2C)n1CCc1ccccc1	1	-1.8	-3	100	1	-5	16	.	0	-1.5
Cc1cccc(-n2ccnc2CN2CCN(C(C)C)C(CCO)C2)c1 (configuration not stated)	-2	-0.9	-3	99	3	-3	-1	.	-32	.
Cc1ccc[n+](CC(=O)c2ccc(-c3ccccc3)cc2)c1	-1	-0.5	5	93	-9	0	35	5	0	-3.7
COc1ccccc1/C=N\Nc1cc(C)nc(-n2nc(C)cc2C)n1	0	1.8	0	.	1	-4	-16	5	-6	-0.4
CC(C)OCCCNC(=O)CN1C(=O)COc2ccc(S(=O)(=O)N3CCCCCC3)cc21	-3	1.4	2	110	-1	3	5	.	.	-0.8
O=C(c1ccc(Cl)c(S(=O)(=O)N2CCCC2)c1)N1CCN(c2ccccn2)CC1	-3	0.3	2	111	-3	-4	3	7	.	-0.7
O=C(CC1COc2ccccc2O1)Nc1ccccn1 (configuration not stated)	5	4.9	-12	95	-3	3	1	.	-2	-1.8
CC(C)CC(C(=O)Oc1ccc2c3c(c(=O)oc2c1)CCC3)N1C(=O)c2ccccc2C1=O (configuration not stated)	0	-2.1	-10	104	-1	-1	1	-3	-1	.
O=Cc1c(Sc2ccccn2)nc2ccccn2c1=O	-1	4.8	-5	102	1	-3	8	4	-5	-4.7
COc1ccc(CCC(=O)OCC(=O)Nc2c(C)nn(-c3ccccc3)c2C)cc1	0	-3.0	-2	95	0	-5	-7	5	.	-1.4
Cn1c(=O)c2[nH]c(CCCC(=O)O)nc2n(Cc2ccccc2)c1=S	0	-0.8	-19	98	-3	-6	0	.	-1	-0.4
Cc1ccc(-n2nc(-c3cccnc3)cc2C(=O)N2CCOCC2)c(C)c1	4	-1.1	1	95	-2	0	14	0	-2	-1.4
O=C(NC1CCCC1)C1C2C=CC3(CN(Cc4cccs4)C(=O)C13)O2 (configuration not stated)	1	1.7	-9	100	-1	2	0	.	.	-0.5
O=C(N/C(=C/c1ccc2c(c1)OCO2)C(=O)N1CCOCC1)c1cccs1	1	-1.4	5	105	2	-1	-11	-2	-6	-0.1

A portion of the library; rates above refer to the full screens.
